# Epigenetic reg: regulators of epigenetic silencing causing reporter derepression in mouse cells; murine LDR cells, GFP reporter derepression, 30 h; Potency, µM (titrated, usually from 53.9 µM), for the others: at the highest dose GFP activation, usual class: activators; 0.2% of 280,000 active; also: % of control where 0% means no effect; nearly all actives have a fitted effect of over 60% in size
#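 Reporter derepression read as number of fluorescent GFP-positive objects, 20-120 um in size, counted by laser-scanning cytometer. Mouse LDR line with an epigenetically silenced CMV-GFP locus; compound incubation 30 h, 37 C.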
# ALDH1A1 block: inhibitors of human aldehyde dehydrogenase 1A1. Purified ALDH1A1, NADH fluorescence, propionaldehyde substrate. P00352. 7.3% of 220,000 active. Potency, µM (highest dose often 75.3 µM), without a hit: at the highest dose activity, negative = inhibition, actives largely listed as inhibitors; active = well fitted inhibition curve with a large enough effect, not every such curve was filed as active; inconclusive = small, poorly fitted or top-dose-only effect, or another doubt; inactive = no such curve, though single readings can be large or run the other way;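 also: plate controls were no enzyme wells and a reference inhibitor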
# Target sequence (P00352 whole entry, looked up): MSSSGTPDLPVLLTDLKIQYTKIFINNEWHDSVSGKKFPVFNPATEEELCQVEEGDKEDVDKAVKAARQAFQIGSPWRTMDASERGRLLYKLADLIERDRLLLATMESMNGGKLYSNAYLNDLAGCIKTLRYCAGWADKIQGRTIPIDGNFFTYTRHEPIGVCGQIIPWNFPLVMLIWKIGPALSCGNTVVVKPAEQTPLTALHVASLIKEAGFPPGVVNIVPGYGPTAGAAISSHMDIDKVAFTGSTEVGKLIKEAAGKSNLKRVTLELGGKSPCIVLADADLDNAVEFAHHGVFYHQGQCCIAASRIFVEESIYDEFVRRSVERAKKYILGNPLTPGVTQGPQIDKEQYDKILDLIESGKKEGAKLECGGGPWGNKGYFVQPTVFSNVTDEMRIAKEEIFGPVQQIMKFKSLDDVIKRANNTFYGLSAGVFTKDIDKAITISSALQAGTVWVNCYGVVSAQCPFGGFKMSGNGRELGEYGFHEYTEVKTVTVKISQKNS
# GAA glycogen: inhibitors or activators of human alpha-glucosidase glycogen cleavage; 0.38% of 300,000 active; Potency, µM (titrated, usually from 76.4 µM), for the others: at the highest dose activity change, negative = inhibition, hits mostly inhibitors; P10253; recombinant GAA, glycogen substrate, Amplex Red glucose oxidase fluorescence;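 also: 0% = full enzyme reaction and -100% = no-enzyme basal signal; the screen sought inhibitors and activators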
#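 Natural-substrate format: glycogen cleavage by 4 nM human enzyme, glucose read by Amplex Red coupling (Ex 573, Em 610 nm). Normalized to enzyme and no-enzyme controls.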
# GAA spleen mod: inhibitors or activators of human alpha-glucosidase in spleen homogenate; human spleen homogenate, 4-MU-alpha-glucoside fluorescence; Potency, µM (titrated, usually from 79.9 µM), inactives show at the top dose activity change, negative = inhibition, actives largely listed as inhibitors; 0.006% of 240,000 active;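 also: 0% = enzyme with vehicle and -100% = no enzyme basal signal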
#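 AC50 values come from Hill-equation fits of concentration-response data, normalized to no-enzyme and full-activity controls. Enzyme source: 1 ug human spleen homogenate; 1 mM fluorogenic 4-MU glucoside, pH 5.0 citrate buffer, 37 C, 40 min.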
# GLA spleen mod: alpha-galactosidase A (human) modulation; P06280; human spleen homogenate, 4MU-alpha-Gal fluorescence, 40 min; Potency, µM (doses to about 80 µM), for the others: top-dose activity change, negative = inhibition, actives largely listed as inhibitors; 0.008% of 240,000 active; AID 2107;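 also: 0% = enzyme with vehicle and -100% = no enzyme basal signal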
#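 Human spleen homogenate (1 ug) as enzyme source, 4-methylumbelliferyl-alpha-D-galactopyranoside 1 mM final, citrate/phosphate pH 5.0 with 0.01% Tween-20. Compounds 40 min at 37C, NaOH/glycine stop; fluorescence Ex 365/Em 440, Hill-fit AC50.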
# GAA inhib: blocks human lysosomal alpha-glucosidase; purified human GAA, 4-MU-alpha-glucoside fluorescence; P10253; Potency, µM (doses to about 76.9 µM), for inactives: top-dose activity change, negative = inhibition, actives largely listed as inhibitors; 0.005% of 200,000 active;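 also: plate controls were uninhibited enzyme wells for no effect and no-enzyme background for full effect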
#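 Endpoint fluorogenic read: 20 min room-temperature reaction of 4 nM human alpha-glucosidase with 400 uM 4-methylumbelliferyl-alpha-D-pyranoside, pH 5.0, quenched with 1M NaOH/1M glycine pH 10. AC50 from Hill modeling.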
# NPSR antag: neuropeptide S receptor (human) antagonism, cAMP. Q6W5P4. CHO-NPSR cells, cAMP TR-FRET, antagonist mode. Potency, µM (doses to about 38.3 µM), for inactives: top-dose activity change, negative = inhibition, actives largely listed as inhibitors. 1% of 220,000 active. AID 1461; also: % is scaled to controls: 0 for no effect and ±100 for the full control effect; nearly all actives have a fitted effect of over 50% in size; many of its hits are not listed in these tables
# Target sequence (Q6W5P4 whole entry, looked up): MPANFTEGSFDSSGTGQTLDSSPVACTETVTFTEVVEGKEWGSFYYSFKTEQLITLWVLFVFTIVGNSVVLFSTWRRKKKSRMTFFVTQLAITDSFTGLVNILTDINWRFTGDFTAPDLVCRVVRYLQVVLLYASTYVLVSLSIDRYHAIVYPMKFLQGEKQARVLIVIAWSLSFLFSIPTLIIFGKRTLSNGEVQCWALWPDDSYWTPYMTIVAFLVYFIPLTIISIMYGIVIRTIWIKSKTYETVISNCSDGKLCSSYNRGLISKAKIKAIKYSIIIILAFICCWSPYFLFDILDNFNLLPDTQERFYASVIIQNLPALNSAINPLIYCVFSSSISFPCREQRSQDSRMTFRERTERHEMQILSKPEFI
# Tau fluor counter: counter-screen for tau fibril formation inhibitors | tau K18 P301L (four-repeat tau fragment) Alexa594 fluorescence, heparin fibrillization | Potency, µM (highest dose often 57.7 µM), inactives show at the highest dose activity change, negative = decrease | 0.93% of 280,000 active | AID 1463; also: % is scaled to controls: 0 for no effect and ±100 for the full control effect; nearly all actives have a fitted effect of over 55% in size
#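 Human K18 P301L tau (15 uM unlabeled plus 0.24 uM Alexa 594-labeled, final) in 100 mM sodium acetate pH 7 was mixed with compound and 20 uM heparin and incubated 6 hr at 37 C.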
# Active calls of the source: *; ? = inconclusive; / = no result given; & = joins results of further samples; [ ] = remark or other dose. Unless noted, calls follow the shape of the dose curve; as a rule, active = well fitted curve in the direction sought with a large enough effect; inconclusive = small, poorly fitted or top-dose-only effect, or another doubt; inactive = no such curve, though single readings can be large; an effect the other way counts as inactive or inconclusive. Potency is read from the fitted curve at half-maximal effect. The list is partial (hit frequency here may not be typical).
1) CCNc1cc2n(c(=O)n1)CCc1cc(OC)c(OC)cc1-2
2) Clc1ccccc1-c1nnc(-c2cccs2)o1
3) COc1ccc(CCN2C(=O)CS/C2=N/NC(=O)c2ccccc2F)cc1OC
4) O=C(COC(=O)c1ccncc1)c1ccc(Br)cc1
5) CCc1nc(SCC(=O)c2c[nH]c3ccccc23)n[nH]1
6) CCN1CCN(c2nc(C)nc3c2sc(=S)n3C)CC1
7) O=C(O)CN=C1NC2(CCCCC2)Cc2ccccc21
8) CCc1nc(SCc2cccnc2)c(C#N)cc1C

compound no.	1	2	3	4	5	6	7	8
Epigenetic reg	-1.6%	12%	-3.0%	2.4%	4.5%	-1.0%	0.1%	-0.8%
ALDH1A1 block	?	?	-2%	5%	7%	?	8%	?
GAA glycogen	-8%	1%	13%	10%	3%	4%	2%	-6%
GAA spleen mod	-5%	7%	-3%	5%	0%	-20%	-5%	-2%
GLA spleen mod	5%	2%	-12%	1%	-2%	-3%	0%	-4%
GAA inhib	-1%	-3%	-5%	13%	9%	-1%	2%	-7%
NPSR antag	-7%[46.1 µM]	-16%	13%	-11%	17%	3%	5%[46.1 µM]	-26%[46.1 µM]
Tau fluor counter	1%	-6%	1%	-15%	-3%	-9%	-4%	-2%

9) COc1ccc(OCC(O)CNC(=O)c2ccc(Br)cc2)cc1 (stereo unspecified)
10) O=C(C[n+]1ccn(CCCNP2(=O)C=C(c3ccccc3)OC(c3ccccc3)=C2)c1)c1cccs1
11) COC(=O)c1ccsc1NC(=O)CN1CCN(c2ccc(F)cc2)CC1
12) COC(=O)CC(=O)CSc1nc(C)cc(C)c1C#N
13) O=c1c2ccccc2nnn1CSc1nnc(-c2cccs2)n1Cc1ccccc1
14) N[C@@H]1C(O)OC(CO)C(O)C1O (stereo partly specified)
15) CCCN1CCC(=NNc2ccc(C(=O)O)cc2)CC1
16) COc1cc2c(cc1NC(=O)CSc1nnc(Cc3cccs3)n1Cc1ccco1)oc1ccccc12

compound no.	9	10	11	12	13	14	15	16
Epigenetic reg	-1.0%	1.1%	-1.0%	-1.0%	0.0%	-1.6%	9.0%	0.0%
ALDH1A1 block	-4%	14µM*	-9%	-4%	-9%	14%	25µM*	5µM*
GAA glycogen	0%	3%	-14%	-10%	-3%	/	13%	-12%
GAA spleen mod	-16%	-3%	-4%	-1%	-10%	-5%	-8%	-18%
GLA spleen mod	-18%	-4%	-5%	-1%	-14%	2%	-11%	4%
GAA inhib	-4%	-3%	2%	-2%	6%	/	3%	-13%
NPSR antag	-7%[46.1 µM]	-20%	-10%[46.1 µM]	-10%[46.1 µM]	-18%[46.1 µM]	/	1%	?
Tau fluor counter	-1%	3%	-23%	3%	1%	-7%	-2%	?

17) CCCCNCCCCOc1ccccc1
18) CCOc1ccccc1NC(=S)/C(=C(\[O-])c1ccc2c(c1)OCCO2)[n+]1ccc(CC)cc1
19) COc1ccccc1OCC(=O)Nc1sc2c(c1C(=O)NCC1CCCO1)CCC2 (stereo unspecified)
20) CCOC(=O)c1sc(NC(=O)c2cccs2)cc1C
21) COc1ccc(C2NC(C(=O)O)Cc3c2[nH]c2ccccc32)cc1OC (stereo unspecified)
22) COc1cccc(Cn2cnc3c(N)c(C)c(C)cc32)c1
23) CC(/C=C/c1ccc2c(c1)OCO2)=N/NC(=O)COc1ccc(C)cc1
24) CN1C[C@@H]2C(c3ccccc3)C3(c4ccccc4)CC2(C3)[C@H]1c1ccccc1 (stereo partly specified)

compound no.	17	18	19	20	21	22	23	24
Epigenetic reg	0.8%	0.1%	-1.7%	0.0%	-1.0%	-1.4%	3.6%	3.8%&-1.7%
ALDH1A1 block	-1%	20µM*	?	?	?	-11%	4%	-9%
GAA glycogen	6%	2%	-8%	-1%	-7%	-17%	0%	2%
GAA spleen mod	-2%	-11%	-3%	-14%	-5%	7%	4%	-3%&1%
GLA spleen mod	4%	-2%	2%	-5%	5%	10%	-1%	-10%&3%
GAA inhib	1%	0%	-27%	13%	-7%	-2%	7%	/
NPSR antag	9%[46.1 µM]	-9%[46.1 µM]	-14%[46.1 µM]	-20%[46.1 µM]	15%[46.1 µM]	-14%	-6%[46.1 µM]	-12%
Tau fluor counter	-4%	-19%	-23%	-27%	-2%	-13%	-5%	-5%&3%

25) CCc1cc2c(=O)n(-c3ccc(C)cc3)cnc2s1
26) COC(=O)c1cnc(N2CCCN(S(=O)(=O)c3ccc(C(F)(F)F)cc3)CC2)nc1C(F)(F)F
27) Cc1cc(N2CCN(C)CC2)nc2ccc(NC(=S)NCCCN3CCc4ccccc4C3)cc12
28) COc1ccc(-c2nc(N)nc(C(F)(F)F)c2-c2cscn2)c(O)c1
29) COc1ccc(CNC(=O)CSc2ccsc2[N+](=O)[O-])cc1
30) CC(C)CN1C=C2C(=O)C(C)(OC(=O)C3CCCC3)C(=O)C=C2C=C1c1ccsc1 (stereo unspecified)
31) Cc1cccc(NC(=O)C2CCCN(S(=O)(=O)c3cccc4nsnc34)C2)n1 (stereo unspecified)
32) O=C(CSc1ccccc1C(=O)O)Nc1cccc(C(=O)O)c1

compound no.	25	26	27	28	29	30	31	32
Epigenetic reg	-1.2%	0.0%	2.1%	3.3%	-3.5%	7.8%	-1.5%	-4.8%
ALDH1A1 block	-8%	-6%	?	/	14µM*	7%[13.5 µM]	4%	12%
GAA glycogen	2%	-1%	-22%	4%	3%	9%	0%	5%
GAA spleen mod	-3%	0%	3%	5%	-5%	0%[17.4 µM]	-1%	6%
GLA spleen mod	7%	0%	1%	15%	-4%	-1%[17.5 µM]	-2%	0%
GAA inhib	-4%	1%	1%	/	-3%	/	-7%	14%
NPSR antag	-21%[46.1 µM]	17%	-42%	1%	-2%	-9%	-6%[46.1 µM]	-3%[46.1 µM]
Tau fluor counter	4%	-5%	-29%	4%	-18%	-15%[11.6 µM]	-19%	3%

# From entry 25 to 32, copied from above:
25) CCc1cc2c(=O)n(-c3ccc(C)cc3)cnc2s1
26) COC(=O)c1cnc(N2CCCN(S(=O)(=O)c3ccc(C(F)(F)F)cc3)CC2)nc1C(F)(F)F
27) Cc1cc(N2CCN(C)CC2)nc2ccc(NC(=S)NCCCN3CCc4ccccc4C3)cc12
28) COc1ccc(-c2nc(N)nc(C(F)(F)F)c2-c2cscn2)c(O)c1
29) COc1ccc(CNC(=O)CSc2ccsc2[N+](=O)[O-])cc1
30) CC(C)CN1C=C2C(=O)C(C)(OC(=O)C3CCCC3)C(=O)C=C2C=C1c1ccsc1 (stereo unspecified)
31) Cc1cccc(NC(=O)C2CCCN(S(=O)(=O)c3cccc4nsnc34)C2)n1 (stereo unspecified)
32) O=C(CSc1ccccc1C(=O)O)Nc1cccc(C(=O)O)c1

compound no.	25	26	27	28	29	30	31	32
Epigenetic reg	-1.2%	0.0%	2.1%	3.3%	-3.5%	7.8%	-1.5%	-4.8%
ALDH1A1 block	-8%	-6%	?	/	14µM*	7%[13.5 µM]	4%	12%
GAA glycogen	2%	-1%	-22%	4%	3%	9%	0%	5%
GAA spleen mod	-3%	0%	3%	5%	-5%	0%[17.4 µM]	-1%	6%
GLA spleen mod	7%	0%	1%	15%	-4%	-1%[17.5 µM]	-2%	0%
GAA inhib	-4%	1%	1%	/	-3%	/	-7%	14%
NPSR antag	-21%[46.1 µM]	17%	-42%	1%	-2%	-9%	-6%[46.1 µM]	-3%[46.1 µM]
Tau fluor counter	4%	-5%	-29%	4%	-18%	-15%[11.6 µM]	-19%	3%

# The results go on.
33) CCOC(=O)C1CCCN(C(=O)CSc2ccccc2)C1 (stereo unspecified)
34) Cc1cc(=O)n(C)c(=O)n1CCCCCCOc1ccc([N+](=O)[O-])cc1
35) Cc1ccc(Cl)cc1Nc1nc(-c2sc(NC(=O)c3ccco3)nc2C)cs1
36) COCC(C)NC(=O)COc1ccc(Cl)cc1Cl (stereo unspecified)
37) Cc1c(CC(=O)O)c(=O)oc2cc3oc4c(c3cc12)CCCC4
38) CCOC(=O)C(NC(=O)c1ccccc1)(OCC1(CC)COC1)C(F)(F)F (stereo unspecified)
39) COc1ccc(C(=O)O)nc1C
40) COc1ccc(C(=O)/C=C\N2CCOCC2)cc1

compound no.	33	34	35	36	37	38	39	40
Epigenetic reg	-1.3%	-0.9%	-0.9%	-2.0%	0.1%	3.5%	-1.0%	-1.0%
ALDH1A1 block	?	7%	?	-4%	/	4%	/	8.9µM*
GAA glycogen	2%	-5%	?	6%	0%	-1%	-10%	-3%
GAA spleen mod	-2%	4%	-3%	-19%	3%	-3%	-1%	-4%
GLA spleen mod	1%	11%	1%	3%	7%	-1%	-3%	1%
GAA inhib	1%	-2%	-5%	0%	/	-9%	/	6%
NPSR antag	13%	11%	-13%[46.1 µM]	2%[46.1 µM]	-17%	4%[46.1 µM]	-17%	-7%[46.1 µM]
Tau fluor counter	7%	-3%	?	-5%	-6%	-4%	-6%	-13%

41) COc1ccccc1NS(=O)(=O)c1ccccc1C#N
42) CC(C)[C@H](NC(=O)NC1CCN(Cc2ccccc2)CC1)C(=O)O
43) Clc1ccc(Cl)c(Oc2ccc(Oc3nc(Cl)ccc3Cl)cc2)n1
44) CCOC1=C/C(=C/c2c(N)n3nc(-c4ccccc4)sc3nc2=O)C=CC1=O
45) CCCCn1nc(C(=O)NC2=NCCS2)c2ccccc2c1=O
46) CCCCNC(=O)CCC(=O)Nc1ccc2nc(N3CCCCC3)cc(C)c2c1
47) CCOC(=O)c1cc2c(ccn2C)n1CC(=O)N1C(C)CCCC1C (stereo unspecified)
48) O=C1C2CC=C(Cl)CC2C(=O)N1CCc1ccccc1 (stereo unspecified)

compound no.	41	42	43	44	45	46	47	48
Epigenetic reg	-1.7%	2.0%	2.7%	2.0%	0.0%	0.2%	-1.1%	-1.1%
ALDH1A1 block	-2%	3%	3%	?	?	?	?	?
GAA glycogen	0%	9%	3%	7%	7%	-13%	4%	-5%
GAA spleen mod	6%	7%	-6%	-4%	-2%	?	2%	8%
GLA spleen mod	7%	10%	-5%	-18%	4%	?	-2%	8%
GAA inhib	3%	-6%	-8%	-3%	8%	?	8%	-14%
NPSR antag	-1%[46.1 µM]	-10%	-4%[46.1 µM]	-39%	-27%[46.1 µM]	-6%	23%	5%[46.1 µM]
Tau fluor counter	0%	-12%	-15%	?	-8%	-14%	-8%	-8%

# High-throughput results: PubChem, National Center for Advancing Translational Sciences (NCATS)
